Compound activity as filed in PubChem BioAssay.
INS promoter inh: TRM-6 insulin promoter activity inhibition. AID 1273. inhibition, % at 2 µM. 130,000 tested, 0.9% active. TRM-6 cells (human fetal islet line), insulin promoter-eGFP reporter, imaging; reporter expression induced with tamoxifen;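 active = inhibition above the mean plus 3 SD, with well images judged a real hit on visual review, cut at about 60% in these data, passing the limit was not always enough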
sdo1 growth: restores growth of sdo1-depleted yeast; S. cerevisiae sdo1-depleted JHY4D growth rescue, OD600 30 h; hits give high values; pdr5 snq2 efflux-pump mutant strain; z-score at 10 µM; 140,000 tested, 0.21% active; AID 817;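 active = z-score above 3 at both the 24 hr and the 30 hr optical density reads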;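 note: z-score against mean and SD of all compound wells on the same plate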
sdo1 growth Rescue 24 h: also measured in sdo1 growth; calls as there; z-score; S. cerevisiae sdo1-depleted JHY4D growth rescue, OD600; measured here: growth rescue at 24 h;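 0 is the plate mean of compound wells and units are plate SD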
* hit, by the source's call; nt = not tested or not shown.

(1) COc1ccc2c(C)nc(Nc3nc(C)cc(=O)[nH]3)nc2c1
(2) CCOC(=O)C1CCN(c2c(NCCCN(C)C3CCCCC3)c(=O)c2=O)CC1
(3) CCOc1ccc(C(O)c2nccn2C)cc1 (stereo not drawn)
(4) Cc1noc(NS(=O)(=O)c2ccc(NC(=O)Nc3ccc(Cl)c(Cl)c3)cc2)c1C
(5) CSc1nnc(Cn2c(=O)sc3ccccc32)n1CCc1ccccc1
(6) Cc1cccc(CCNC(=O)CCc2nc(-c3ccccc3F)no2)c1
(7) CCCC(=O)NC(c1ccccc1Cl)c1c(O)ccc2ccccc12 (stereo not drawn)
(8) COc1cccc(C2/C(=C(/O)c3cnn(-c4ccccc4)c3C)C(=O)C(=O)N2CCN(C)C)c1OC (stereo not drawn)
(9) Cc1ccc(NC(=S)N2CCN(C3CCCCC3)CC2)cc1
(10) NC(=O)C1CCN(CCC(=O)Nc2ccc3c(c2)CCC3)CC1

Assay by compound,1,2,3,4,5,6,7,8,9,10
INS promoter inh,25.0,nt,37.1,75.0*,nt,18.4,16.0,-9.7,nt,-393.3
sdo1 growth,nt,0.12,1.23,-0.34,-0.76,-0.96,-0.04,-0.12,-0.07,0.54
sdo1 growth Rescue 24 h,nt,-0.21,0.7,-0.04,-0.24,-1.19,-0.3,-0.03,-0.49,0.55

(11) Cc1ccc(NC2=CC(=O)CC(c3ccccc3)C2)cc1 (stereo not drawn)
(12) O=C(COC(=O)CCc1ccc(S(=O)(=O)N2CCOCC2)cc1)NCc1ccccc1Cl
(13) COc1ccc(-c2nc(-c3ccncc3)no2)cc1OC
(14) COc1ccccc1CNC(=O)Cn1cnc2ccccc2c1=O
(15) CC1(C)CNC(=O)c2sc(N3CCOCC3)nc2C1
(16) O=C(NC(=S)NCC1CCCO1)c1ccco1 (stereo not drawn)
(17) O=C(CSc1nc(O)c(Cc2ccccc2)c(=O)[nH]1)Nc1ccccc1
(18) Cc1ccc(S(=O)(=O)N2CCSC2c2ccco2)cc1 (stereo not drawn)
(19) c1ccc(-n2ncc3c(NCCN4CCOCC4)ncnc32)cc1
(20) CC(=O)Nc1ccc(S(=O)(=O)N2CCN(c3cc4c(cc3[N+](=O)[O-])n(C)c(=O)n4C)CC2)cc1

Assay by compound,11,12,13,14,15,16,17,18,19,20
INS promoter inh,nt,0.0,-3.1,23.1,-20.7,8.1,21.0,nt,nt,nt
sdo1 growth,0.1,nt,-0.5,1.18,-0.27,nt,0.5,0.69,0.13,-0.04
sdo1 growth Rescue 24 h,0.56,nt,-0.52,1.25,-0.36,nt,0.44,0.7,0.58,0.02

(21) O/N=C1\CC/C(=N\O)c2nn(-c3ccc(Cl)cc3Cl)nc21
(22) COC(=O)c1ccccc1NC(=O)COC(C)=O
(23) O=[N+]([O-])c1cc2oc3c(c2c(C=NCc2ccncc2)c1O)CCCC3
(24) Cc1occc1C(=O)NNC(=S)Nc1cccc([N+](=O)[O-])c1
(25) N/C(=N/O)c1nc(N2CCCCC2)nc(N2CCCCC2)n1
(26) O=C(CSc1nnc2ccccn12)Nc1cccc(-c2nc3ccccc3s2)c1
(27) CCn1cc([N+](=O)[O-])c(C(=O)N2N=C(c3cccc4ccccc34)CC2c2ccccc2O)n1 (stereo not drawn)
(28) COc1ccc2[nH]c(=O)c(CN(C(=O)c3ccco3)C3CCCCC3)cc2c1
(29) O=C(O)CNC(=S)NCc1ccccc1
(30) COc1ccccc1CCNC(=O)c1nc(-c2cccs2)no1

Assay by compound,21,22,23,24,25,26,27,28,29,30
INS promoter inh,nt,12.9,17.2,37.9,-84.6,nt,-400.0,-30.4,-40.0,-35.0
sdo1 growth,0.49,0.61,-1.11,0.12,0.18,-1.21,0.18,0.1,nt,nt
sdo1 growth Rescue 24 h,-0.01,0.17,-1.76,-0.42,-0.12,-0.31,0.26,-0.29,nt,nt

6 structures out of the list, sorted by length of the SMILES, low to high.
(30) COc1ccccc1CCNC(=O)c1nc(-c2cccs2)no1
(25) N/C(=N/O)c1nc(N2CCCCC2)nc(N2CCCCC2)n1
(24) Cc1occc1C(=O)NNC(=S)Nc1cccc([N+](=O)[O-])c1
(26) O=C(CSc1nnc2ccccn12)Nc1cccc(-c2nc3ccccc3s2)c1
(23) O=[N+]([O-])c1cc2oc3c(c2c(C=NCc2ccncc2)c1O)CCCC3
(28) COc1ccc2[nH]c(=O)c(CN(C(=O)c3ccco3)C3CCCCC3)cc2c1

Assay by compound,30,25,24,26,23,28
INS promoter inh,-35.0,-84.6,37.9,nt,17.2,-30.4
sdo1 growth,nt,0.18,0.12,-1.21,-1.11,0.1
sdo1 growth Rescue 24 h,nt,-0.12,-0.42,-0.31,-1.76,-0.29

In another format: results already given
nr	SMILES	INS promoter inh	sdo1 growth	sdo1 growth Rescue 24 h
29	O=C(O)CNC(=S)NCc1ccccc1	-40.0	nt	nt
22	COC(=O)c1ccccc1NC(=O)COC(C)=O	12.9	0.61	0.17
30	COc1ccccc1CCNC(=O)c1nc(-c2cccs2)no1	-35.0	nt	nt

(cont.)
(31) CCc1ccc[n+](-c2[nH]c(=O)sc2/C=N/NC([S-])=Nc2ccccc2)c1
(32) CCCNC(=O)c1ccccc1NC(=O)Nc1ccccc1C
(33) Cc1ccccc1NC(=S)NCCSc1ccc(Cl)cc1
(34) CC1CC(C)CN(C(=O)CSc2nnc(-c3ccc(Cl)cc3)o2)C1 (stereo not drawn)
(35) O=C(Cn1cnc2ccccc2c1=O)Nc1ccc2c(c1)OCO2

Assay by compound,31,32,33,34,35
INS promoter inh,nt,-34.4,18.2,nt,-5.3
sdo1 growth,0.45,1.24,nt,-0.33,0.56
sdo1 growth Rescue 24 h,0.86,1.62,nt,-0.2,1.41
